S1P3 agonist: agonists of human S1P3 receptor | S1P3 NFAT-BLA reporter cells, agonism, FRET ratio; relative to 1 µM S1P, basal subtracted | activation, % at 4.5 µM | Q99500 | 0.1% of 60,000 active;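 active means activation above the screen-wide mean plus 3 SD, cut at about 4.5% in these data, passing the limit was not always enough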; further: some compounds called inactive have numbers as strong as hits
Target sequence (Q99500 whole entry, looked up): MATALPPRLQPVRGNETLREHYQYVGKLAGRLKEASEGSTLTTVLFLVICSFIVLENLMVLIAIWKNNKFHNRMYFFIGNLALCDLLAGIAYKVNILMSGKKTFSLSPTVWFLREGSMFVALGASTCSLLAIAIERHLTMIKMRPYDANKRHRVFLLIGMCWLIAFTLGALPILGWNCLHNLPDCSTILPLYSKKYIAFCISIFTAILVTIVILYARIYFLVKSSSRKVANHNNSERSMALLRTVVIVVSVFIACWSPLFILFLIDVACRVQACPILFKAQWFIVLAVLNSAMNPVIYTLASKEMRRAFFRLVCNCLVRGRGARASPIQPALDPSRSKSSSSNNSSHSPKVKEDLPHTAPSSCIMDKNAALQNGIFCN
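Assay system: CHO cells stably expressing human S1P3, Gα16 and NFAT-β-lactamase reporter. Timing: overnight plating, 4 h compound 37 °C, 2 h substrate RT. Signal: β-lactamase FRET emission ratio 460/535 nm. Measure: percent activation versus median 1 µM S1P response, basal-subtracted, per plate. Repeats: primary screen single test, confirmation screen in triplicate.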
MMP13 inh: blocks human MMP13 activity. P45452. MMP-13 fTHP FRET cleavage, Mca fluorescence. inhibition, % at 4 µM. 0.07% of 65,000 active. AID 570;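 active means inhibition above the mean of compound-free control plate wells plus 3 SD, cut at about 14% in these data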;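 further: 0% = DMSO wells and 100% = wells with reference MMP-13 inhibitor after basal subtraction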
Her2 expr inh: inhibitors of human Her2 kinase expression; P04626; SKBR-3 HER2 protein level, AlphaScreen, 18-24 h; hits give low values; HER2 level % of control, % at 10 µM; 0.69% of 65,000 active; AID 645;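 active means HER2 level under 5% of the carrier-only control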;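 further: 100% = DMSO carrier and 0% = 500 nM PU-H71 HSP90 inhibitor; lower value means stronger loss of Her2 protein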
5HT1a antag: blocks the human serotonin 5-HT1a receptor; P08908; CHO 5-HT1a Ga15 NFAT-bla reporter, antagonist mode; inhibition, % at 10 µM; 0.68% of 62,000 active; AID 612;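 active means inhibition above the mean of all tested compounds plus 3 SD, cut at about 43% in these data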;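 further: receptor stimulated by 5-CT agonist at 100 nM near EC80; beta-lactamase reporter measured by ratiometric fluorescence of a cleavable substrate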
Target sequence (P08908 whole entry, looked up): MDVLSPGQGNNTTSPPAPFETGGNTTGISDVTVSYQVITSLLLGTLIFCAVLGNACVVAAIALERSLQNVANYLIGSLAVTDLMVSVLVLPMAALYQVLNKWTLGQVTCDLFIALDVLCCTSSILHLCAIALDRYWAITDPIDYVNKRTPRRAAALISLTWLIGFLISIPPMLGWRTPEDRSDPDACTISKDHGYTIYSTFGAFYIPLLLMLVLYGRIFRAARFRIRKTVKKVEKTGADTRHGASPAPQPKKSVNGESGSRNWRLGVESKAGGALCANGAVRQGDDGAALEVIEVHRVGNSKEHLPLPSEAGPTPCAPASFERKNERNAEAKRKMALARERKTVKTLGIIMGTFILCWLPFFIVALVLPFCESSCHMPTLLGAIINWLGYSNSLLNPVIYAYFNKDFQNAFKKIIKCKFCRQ
S1P1 ag pot: agonists and agonism potentiators of human S1P1 receptor | 0.57% of 56,000 active | P21453 | S1P1 CRE-bla cells, forskolin, beta-lactamase FRET, potentiator mode; S1P1 agonist co-added at EC20, 2 nM; 100% = saturating reference agonist, 0% = basal | AID 449 | activation, % at 9.5 µM;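 active means activation above a cutoff set at the mean activation of all tested compounds plus 3 SD, cut at about 54% in these data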;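 further: forskolin at 4 µM as EC80 and the EC20 agonist is SEW2871; 100% = SEW2871 at its EC100 plus forskolin at EC80; some compounds past the cut are filed as inactive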
Fluor 339 460: intrinsic fluorescence of library compounds, ex339/em460 – biochemical, MLSMR library, data from DPM-DC assay, artefact control, profiling panel; compound autofluorescence, ex339/em460 nm, NADH buffer; hits give high values; 1 = no-compound wells, NADH background; 5.5% of 65,000 active; fluorescence fold increase at 10 µM;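 active means at 10 µM, mean starting fluorescence two-fold or more over control wells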;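 further: signal is the first read of a kinetic run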
Abs 340nm: compounds absorbing at 340 nm | compound absorbance at 340 nm, fold over control | fold change at 10 µM | 65,000 tested, under 10 active;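 active means at 10 µM dose, initial 340 nm absorbance at least 2 fold that of control wells; inactive means change under 2 fold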;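 further: initial absorbance extrapolated from kinetic A340 decline of NADH oxidation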
5HT1E ag: 5-HT1E (human) receptor agonism. 0.69% of 65,000 active. CHO 5-HT1E Ga15 NFAT-bla reporter, FRET; 0% DMSO wells, 100% control agonist wells. AID 574. activation, % at 6 µM;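 active means activation above a set limit, the screen-wide mean activation plus 3 SD, cut at about 8.5% in these data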;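 further: 100% = positive control agonist at 1 µM giving full maximal response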
HTR1E antagonist: antagonists of human 5-HT1E serotonin receptor; CHO 5-HT1E Ga15 NFAT-bla reporter, FRET, antagonist; inhibition, % at 6 µM; 0.99% of 65,000 active;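 active means inhibition above a set limit, the mean inhibition across every tested compound plus 3 SD, cut at about 29% in these data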;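 further: signal is the 460 over 535 nm emission ratio of beta-lactamase substrate; 0% = agonist plus DMSO wells and 100% = wells without agonist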
* marks the source's active call; other numbers are inactive results; / = no result given; & = joins results of further samples; [ ] = remark or other dose.

Order of results – 5HT1a antag	MMP13 inh	Abs 340nm	HTR1E antagonist	Her2 expr inh	Fluor 339 460	S1P3 agonist	S1P1 ag pot	5HT1E ag
- Cc1sc2ncnc(SCc3ccco3)c2c1C
→ 10	4	1	3	17	1.1	0.3	-14	0.3
- COC(=O)C1=C(C)NC2=C(C(=O)CCC2)C1c1ccccn1 (configuration not stated)
→ 2	-11	1.1	12	98	2.1*	-1.1	-13	1.2
- CC1(C)CCCN(C(=O)c2coc(=O)c(Br)c2)C1
→ -7	-51[fluorescence artefact?]	1.1	3	164	3.7*	-0.7	2	0.1
- CCCSC1=C(C#N)C(c2ccccc2C)C(C(=O)OC)C(=O)N1 (configuration not stated)
→ 6	0	1	5	100	1.1	-0.9	0	-0.6
- C[C@]12CCC(=O)C=C1CC[C@@H]1[C@@H]2[C@@H](O)C[C@@]2(C)[C@H]1CC[C@]2(O)C(=O)COC(=O)CCC(=O)O
→ /	2&-4	0.99&0.97	10&-5	105&57	1&1	0.1&3.7	14&17	1.0&1.0
- NC(=O)CSc1nnnn1-c1ccc(OC(F)(F)F)cc1
→ -9	4	0.98	-9	108	1.1	2.1	-32	-1.0
- N#Cc1c(NC(=O)CSc2ncn[nH]2)sc2c1CCCCC2
→ -3	4	1.1	3	41	1.1	-1.3	/	-0.4
- CCOC(=O)C1=C(N)OC2=C(C(=O)CCC2)C1c1ccccc1OCC (configuration not stated)
→ 12	-6	1	9	101	1.1	19*	14	0.2
- CC1(C)Cc2c(sc3[nH]c(=S)n(Cc4ccco4)c(=O)c23)CO1
→ /	7	1.1	-8	99	1	-1.2	-9	0.8
- CCOC(=O)C1=C(C)NC2=C(C(=O)C(C(=O)OCC)C(c3ccco3)C2)C1c1ccccn1 (configuration not stated)
→ 0	-15	1.1	-2	97	3.6*	-1.0	-18	1.2
- CCOc1ccc(-c2nnc(SCc3nnc(-c4ccccc4)o3)n2-c2ccccc2F)cc1
→ 36	-2	0.99	-8	67	1.1	-0.2	7	0.6
- O=C(O)C1CC=C(Cl)CC1C(=O)NCC1OCCc2ccccc21 (configuration not stated)
→ 0	-1	0.99	4	139	1.1	-0.5	-10	0.0
- O=C(Nc1nc2ccc(S(=O)(=O)N3CCCCC3)cc2s1)C1CCCO1 (configuration not stated)
→ -8	0	1.1	-4	133	1	-0.6	-7	-0.7
- CCN(CC)S(=O)(=O)c1ccc(C(=O)OC2CCCCC2CN(C)C)cc1 (configuration not stated)
→ -4	-1	0.99	8	77	1	0.3	7	0.3
- O=S(=O)(NCCSc1nnc(-c2ccco2)n1-c1ccccc1)c1ccccc1
→ 5	2	1	7	81	1.1	-1.0	/	0.6
- C1CCC(OCCN2CCN(CCOC3CCCCC3)CC2)CC1
→ 0	0	1.1	-4	136	1.1	-1.1	-16	1.4
- Cc1ccccc1OCC(O)CN (configuration not stated)
→ 7	8	1	6	67	1.6	/	/	0.2
- Cc1ccc(S(=O)(=O)Cc2cccc(C(=O)N3CCOCC3)c2)cc1
→ -12	-2	1	-6	84	1.1	-0.6	-19	0.4
- CCOC(=O)C(CC)Sc1nc(N)c(NC(=O)c2ccc(OC)c(OC)c2)c(=O)[nH]1 (configuration not stated)
→ 6	1	1	-2	85	1.1	-0.6	5	-0.6
- CCN(CCCNC(=O)CCn1c(=O)[nH]c2ccccc2c1=O)c1ccccc1
→ -11	3	0.97	-10	103	0.98	-0.3	3	0.3
- CC1Cc2ccccc2N1C(=O)CSc1nc2ccccc2o1 (configuration not stated)
→ 2	-7	1	2	147	1.1	-0.3	16	0.9
- CC1(C)Cc2c(sc3nn[nH]c(=O)c23)CO1
→ 0	-5	1.1	-12	108	1.1	-0.1	0	0.7
- [N-]=[N+]=CC(=O)CC(c1ccccc1)N1C(=O)c2ccccc2C1=O (configuration not stated)
→ 1	0	1	-1	-28*	1	-1.6	-13	0.6
- C=CCn1c(SCC(=O)Nc2cccc(C)c2)nnc1-c1cnccn1
→ -14	1	1	3	105	1.1	0.6	-8	0.7
- CC(=O)N=c1cccc(NC(C)=O)n1O
→ -8	4	1.1	-2	99	1.1	-1.3	-4	0.4
- CC1CCN(CCCNC(=O)C2CCC(=O)N2C2CCCC2)CC1 (configuration not stated)
→ 4	0	1	-3	88	1.1	-0.3	19	0.5
- CCc1c(C)nc(SCCOc2ccc(OC)cc2)[nH]c1=O
→ -18	4	1	6	96	1	-0.6	-13	0.6
- CCOc1ccc(Nc2oc(Cc3ccccc3)nc2C#N)cc1
→ 22	2	1	-2	137	1.1	-0.5	-6	-1.4
- COc1ccc(C)c2sc(N3CCCC3)nc12
→ 13	-1	1	-7	75	1.1	-1.2	-14	1.7
- COC(=O)c1ccccc1CCC(C)=O
→ 16	-6	0.98	1	94	1.1	-0.5	-58	-0.3
- CNCc1ccc(OCc2ccccc2)c(OC)c1
→ 5	0	1	6	178	1.1	-0.2	12	0.0
- N#Cc1c(N)n(CCCN2CCOCC2)c2nc3ccccc3nc12
→ -14	-422[fluorescence artefact?]	1	5	85	3.9*	0.7	-6	2.2
- CC(=O)NS(=O)(=O)c1ccccc1
→ -4	-4	1	0	89	1.1	0.6	-19	-0.2
- Cc1sc2ncnc(N[C@@H](CCC(=O)O)C(=O)O)c2c1C
→ -6	2	1	1	92	1.1	-0.7	-10	0.1
- Cn1c(SCC(=O)N2CCCc3ccccc32)nnc1-c1cccs1
→ 7	2	1.1	-3	91	1.1	-0.7	5	1.2
- O=C(Nc1ccc2c(c1)OCO2)N1CCN(S(=O)(=O)c2ccc(Cl)cc2)CC1
→ 8	1	1.1	20	106	1.1	0.6	-14	14*
- Cc1ccc(-c2nn(C)c(=O)c3ccccc23)cc1S(=O)(=O)N1CCCC1
→ 10	8	1	36*	120	1.1	-0.1	-50	1.6
- O=C(CC(c1ccccc1)c1cc(Cl)ccc1O)N1CCOCC1 (configuration not stated)
→ -4	0	0.98	0	116	1.1	-0.3	0	0.9
- CCOc1cc(C2C(C(=O)c3ccc(C)o3)=C(O)C(=O)N2CCc2ccccc2)ccc1O (configuration not stated)
→ 7	3	1.1	-1	48	1	/	/	0.6
- CCOC(=O)N1CCN(CC(=O)Nc2cc(C)nn2-c2nc3ccccc3s2)CC1
→ 1	4	1	-1	66	1	/	/	0.0
- COc1ccc(S(=O)(=O)NCCc2csc(C)n2)cc1C
→ 5	3	0.97	2	92	1.1	-0.3	-4	-0.2
- CCOC(=O)CSc1nnc(Cn2c(=O)sc3ccccc32)n1C
→ 1	6	1	-2	115	1	-0.8	-17	-0.5
- CCOC(=O)c1cc2sccc2n1CC(=O)Nc1ccc(OC)c(OC)c1
→ 16	0	0.98	7	152	1.1	0.7	14	0.1
- O=C(Cc1ncn[nH]1)NCCc1ccccc1
→ -2	3	1	-5	100	1.1	-0.9	4	0.8
- CCN(CC)S(=O)(=O)c1cc(Br)c(C)cc1OC
→ 13	0	1	7	82	1.1	-0.7	-7	0.3
- O=C1c2sc3nc4ccccc4n3c2C(=O)N1c1ccccc1Cl
→ 17	0	1.1	19	22	1.1	-0.5	8	-0.9
- CCCS(=O)(=O)N1CCN(C(=O)c2cccnc2)CC1
→ -5	3	0.98	-9	115	1	-0.2	/	0.6
- C=CCOC(=O)CCC(=O)Nc1cc(OC)nc(OC)n1
→ -11	-4	0.99	-6	130	1	-0.8	0	0.8
- CCc1nnc(NC(=O)CC(=O)Nc2ccccc2C(=O)O)s1
→ 0	-5	0.98	-14	120	1.1	-0.2	-5	0.2
- COC(=O)C1C2C=CC3(CN(C4CCCC4)C(=O)C13)O2 (configuration not stated)
→ 2	3	1	-5	76	1	0.2	-12	-1.7
- COC(=O)c1sc(N2C(=O)C(O)=C(C(=O)c3ccc(C)o3)C2c2ccc(F)cc2)nc1C (configuration not stated)
→ 5	-4	1	-9	121	1.1	0.7	-11	0.7
- CC(=O)c1cccc(NS(=O)(=O)N2CCCCC2)c1
→ 2	-2	1	4	/	1.1	0.4	/	0.3
- CC(=O)Nc1ccccc1C(=O)N1CC(C)OC(C)C1 (configuration not stated)
→ 2	-2	1	1	121	1.1	0.3	-3	-0.8
- c1ccc(Cn2nnc3c(N4CCc5ccccc54)ncnc32)cc1
→ -9	-5	1	-11	114	4.3*	0.3	0	-0.2
- COc1ccccc1OCc1ccc(C(=O)n2nc(C)c(Cl)c2C)o1
→ 5	-5	1.1	-8	79	1.1	-0.5	-1	0.1
- COc1ccc(OC(=O)c2cccc(S(=O)(=O)N3CCCC3)c2)cc1
→ 14	8	1	8	77	1.1	-0.6	11	-0.5
- COc1cccc(C(=O)N(Cc2nc(-c3ccc(C)cc3)no2)C(C)C)c1
→ 6	7	1	-2	85	1.1	-1.1	/	-0.1
- COc1ccc(C(=O)Nc2cccnc2)cc1C(=O)Nc1cccnc1
→ /	5	0.97	-12	95	1.1	-0.1	6	0.1
- CCO/C(C)=N/n1c2nc3ccccc3nc2c2c(=O)n(CC(C)C)c(C)nc21
→ /	-1	1.1	3	117	1.1	-3.3	2	-0.4
- NC(=O)CSc1nc2ccccc2n1Cc1ccccc1F
→ 11	0	1	5	114	1	0.0	0	-0.6

Further structures:
Order of results – 5HT1a antag	MMP13 inh	Abs 340nm	HTR1E antagonist	Her2 expr inh	Fluor 339 460	S1P3 agonist	S1P1 ag pot	5HT1E ag
- CCOc1ccccc1C1C(C(N)=O)=C(C)Nc2nc(-c3ccccc3Cl)nn21 (configuration not stated)
→ -4	2	0.96	-4	93	1.1	-1.5	-5	0.1
- COc1ccc(-c2cc(C(F)F)n3ncc(C(=O)N4CCN5CCCC5C4)c3n2)cc1 (configuration not stated)
→ -8	-32	1.1	-2	62	3.6*	/	/	1.0
- CCOC(=O)c1ccc(NC(=O)N2CCN(c3ccccn3)CC2)cc1
→ 4	-5	1	-5	93	1.2	-1.7	-11	-0.3
- O=C(COc1c(F)c(F)cc(F)c1F)NC(=O)NC1CCCC1
→ 11	-2	0.94	2	99	1.1	-0.4	11	0.3
- C=CCn1c(SCC(=O)c2ccc(O)c(O)c2)nnc1-c1ccccc1OC
→ 11	2	1.1	8	96	1	-1.2	38	0.9
- Cc1ccc(-n2c(Cc3cccn3C)nnc2SCC(=O)Nc2cc(C)on2)cc1
→ 3	0	1	-1	111	1.1	-0.8	-10	0.5
- CCSc1nnc(NC(=O)CCc2ccccc2)s1
→ -16	5	1	0	81	0.94	-0.1	-7	0.8
- COc1ccc(-c2nnc(SCC(=O)Nc3cc(F)ccc3C)o2)cc1
→ -7	6	1.1	-2	91	1.1	-0.9	-17	0.3
- C/C(=C1/SC(=S)N(CCC(=O)O)C1=O)c1ccc(O)cc1
→ 1	0	1.1	0	63	1	/	/	0.3
- Cc1ccc2c(CC(=O)N3CCc4ccccc43)coc2c1
→ -14	-2	1	-8	90	1.1	0.1	14	0.8
- Cc1c(NC(=O)Cn2nc(C(=O)O)c3ccccc3c2=O)c(=O)n(-c2ccccc2)n1C
→ 2	2	0.99	-1	120	1.1	0.8	-3	1.1

Just Fluor 339 460 and S1P3 agonist, for 2 of the compounds above:
smiles	Fluor 339 460	S1P3 agonist
CCSc1nnc(NC(=O)CCc2ccccc2)s1	0.94	-0.1
CCOc1cc(C2C(C(=O)c3ccc(C)o3)=C(O)C(=O)N2CCc2ccccc2)ccc1O (configuration not stated)	1	/

High-throughput results: PubChem BioAssay, several laboratories
